Source: PubChem BioAssay
RSV antiviral HEp-2 = inhibition of RSV-induced cytopathic effect – HEp-2 cells, primary 10 µM value included (AID 2391); hit rate 0.13% among 310,000; one-dose CPE inhibition, % at 10 µM; IC50 in µM for titrated hits; HEp-2 cells, RSV-induced CPE inhibition; higher % means a stronger effect; in the data active means a potency from the dose series; further: strong numbers were not always called active
SV40 large T antigen = SV40 large T antigen inhibitors, biochemical (AID 1903) | SV40 large T antigen ATPase/helicase inhibition assay; higher % means a stronger effect | inhibition, % at 20 µM; hits with a dose series show IC50 in µM | hit rate 0.39% among 310,000; in the data active means a potency from the dose series; further: strong numbers were not always called active
CSM14.1 death rescue = protection against thapsigargin-triggered cell killing – 384-well, CSM14.1, ATP luminescence, primary screen (AID 1222). CSM14.1 thapsigargin-induced death rescue, ATP luminescence; higher % means a stronger effect. cellular ATP content (survival), % at 20 µM; hits with a dose series show EC50 in µM. 190,000 tested, under 10 active;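 active means EC50 below 50 µM in the dose-response confirmation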;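 further: death triggered by thapsigargin at about 15 µM added after 2 h compound pretreatment; cell ATP read after overnight thapsigargin exposure of roughly 18 to 22 hours; normalized against plate controls of thapsigargin alone and 5% DMSO vehicle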
West Nile antiviral = inhibition of WNV-induced cytopathic effect – cell-based, CPE readout (AID 1621); West Nile virus-infected cells, CPE inhibition; higher % means a stronger effect; CPE inhibition, % at 10 µM; hits with a dose series show IC50 in µM; hit rate 0.02% among 290,000; in the data active means a potency from the dose series; further: strong numbers were not always called active
human PMI inhibition = MPI enzyme activity inhibition – biochemical, fluorescence intensity, coupled assay, primary screen (AID 1209); purified PMI enzyme, coupled fluorescence intensity; higher % means a stronger effect; inhibition, % at 20 µM; hits with a dose series show IC50 in µM; hit rate 0.42% among 190,000;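 further: plate controls were DMSO vehicle for no effect and wells lacking substrate for full effect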
Ins promoter up = MIN6 insulin promoter up-regulation. MIN6 insulin promoter-GFP reporter, high-content imaging; hits give high values. z-score at 5 µM. hit rate 0.3% among 190,000;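 active means z-score above 3 at 5 µM with at least 500 cells counted in the well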
PhoP inhibition = inhibitors of PhoP regulon expression, primary screen, Salmonella Typhimurium, GFP reporter (AID 1863). hit rate 0.16% among 300,000. S. Typhimurium PhoP-regulated promoter GFP reporter, 4 h; higher % means a stronger effect. inhibition, % at 50 µM, or IC50 in µM where a hit was titrated;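 active means inhibition over 29.93%, a cutoff 3 SD above the screen mean, later confirmed by dose response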;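 further: 0% = low Mg2+ inducing control and 100% = high Mg2+ repressing control; strong numbers were not always called active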
human PMI inhibitors = MPI inhibition at elevated mannose 6-phosphate – biochemical, fluorescence intensity, high mannose 6-phosphate, primary screen (AID 1220). recombinant PMI enzyme, coupled fluorescence intensity; higher % means a stronger effect. inhibition, % at 20 µM; hits with a dose series show IC50 in µM. hit rate 0.66% among 190,000
TNAP activation fold = stimulation of alkaline phosphatase TNAP activity – biochemical, luminescent, no phosphate acceptor, uHTS, primary screen (AID 1001). purified TNAP, luminescent activation assay, no phosphate acceptor; higher activation fold means a stronger effect. activation fold at 20 µM; hits with a dose series show EC50 in µM. hit rate 0.03% among 200,000; in the data active means activation fold from about 3, or a potency from the dose series; inactive means the rest, 99 in 100 with activation fold below about 1.6; further: many of its hits are not listed in these tables
Ins promoter up cell count = second read-out of Ins promoter up, no call of its own (marks repeat the call); cell count; measured here: cytotoxicity, nuclei count;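 total cells summed across four imaged fields per well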
Numbers without * were called inactive. Unless noted, no stated cut-off is given here; in the data, active means inhibition above about 50%; inactive means the rest.

A first look:
What do the screens show for `COc1ccccc1N1CCN(Cc2ccc(Br)o2)CC1`?
RSV antiviral HEp-2: 2.3%; SV40 large T antigen: 0%; CSM14.1 death rescue: 0.2%; West Nile antiviral: 1.1%; human PMI inhibition: 13%; Ins promoter up: 1.1; PhoP inhibition: 14%; human PMI inhibitors: -2%; TNAP activation fold: 1.1; Ins promoter up cell count: 1212

What do the screens show for `NS(=O)(=O)c1ccc(NC(=O)c2cccc(Cl)c2)cc1`?
RSV antiviral HEp-2: 0.6%; SV40 large T antigen: 11%; West Nile antiviral: -0.2%; Ins promoter up: -1.2; PhoP inhibition: -7%; Ins promoter up cell count: 1354

Results for CC(CC(C)C(=O)Nc1ccccc1C(C)(C)C)C(=O)O (centres undefined) ?
RSV antiviral HEp-2: 1.1%; SV40 large T antigen: 5%; CSM14.1 death rescue: -3.7%; West Nile antiviral: 0.4%; human PMI inhibition: -14%; PhoP inhibition: 9%; human PMI inhibitors: -12%; TNAP activation fold: 1.1

The listing (from the top)
What do the screens show for `COc1ccccc1N1CCN(Cc2ccc(Br)o2)CC1`?
RSV antiviral HEp-2: 2.3%; SV40 large T antigen: 0%; CSM14.1 death rescue: 0.2%; West Nile antiviral: 1.1%; human PMI inhibition: 13%; Ins promoter up: 1.1; PhoP inhibition: 14%; human PMI inhibitors: -2%; TNAP activation fold: 1.1; Ins promoter up cell count: 1212

What do the screens show for `NS(=O)(=O)c1ccc(NC(=O)c2cccc(Cl)c2)cc1`?
RSV antiviral HEp-2: 0.6%; SV40 large T antigen: 11%; West Nile antiviral: -0.2%; Ins promoter up: -1.2; PhoP inhibition: -7%; Ins promoter up cell count: 1354

Results for CC(CC(C)C(=O)Nc1ccccc1C(C)(C)C)C(=O)O (centres undefined) ?
RSV antiviral HEp-2: 1.1%; SV40 large T antigen: 5%; CSM14.1 death rescue: -3.7%; West Nile antiviral: 0.4%; human PMI inhibition: -14%; PhoP inhibition: 9%; human PMI inhibitors: -12%; TNAP activation fold: 1.1

Results for CCCOc1ccc(C(O)(CCN2CCCCC2)c2ccccc2OC)cc1 (centres undefined) ?
RSV antiviral HEp-2: 0.1%; SV40 large T antigen: 0%; West Nile antiviral: -0.7%; PhoP inhibition: 8%

How did Cc1ccc(CNC(=O)C2CC(=O)N(CCC(C)C)C2)cc1 (centres undefined) do in these assays?
RSV antiviral HEp-2: 1.2%; SV40 large T antigen: 13%; CSM14.1 death rescue: -0.8%; West Nile antiviral: 0.6%; human PMI inhibition: 1%; Ins promoter up: 0.58; PhoP inhibition: 1%; human PMI inhibitors: 5%; TNAP activation fold: 1.1; Ins promoter up cell count: 1209

What do the screens show for `O=C(c1cnn2ccccc12)N1CCCc2ccccc21`?
RSV antiviral HEp-2: 1.1%; SV40 large T antigen: -1%; CSM14.1 death rescue: 0.7%; West Nile antiviral: -0.1%; human PMI inhibition: -4%; Ins promoter up: -0.5; PhoP inhibition: -1%; human PMI inhibitors: -1%; TNAP activation fold: 1.2; Ins promoter up cell count: 1127

What do the screens show for `COC(=O)c1ccc(NC(=S)N2CCN(Cc3ccccc3)CC2)cc1`?
RSV antiviral HEp-2: 1.0%; SV40 large T antigen: 7%; CSM14.1 death rescue: 1.9%; West Nile antiviral: -0.2%; human PMI inhibition: 1%; Ins promoter up: -0.07; PhoP inhibition: 2%; human PMI inhibitors: -4%; TNAP activation fold: 1; Ins promoter up cell count: 1431

What do the screens show for `Cc1ccc(Nc2n[nH]c(C)c2[N+](=O)[O-])c(C)c1`?
RSV antiviral HEp-2: 17%; SV40 large T antigen: 7%; CSM14.1 death rescue: 3.3%; West Nile antiviral: -0.7%; human PMI inhibition: 1%; Ins promoter up: 0.22; PhoP inhibition: 9%; human PMI inhibitors: 2%; TNAP activation fold: 0.9; Ins promoter up cell count: 1308

How did COc1cccc(-c2noc(-c3cccnc3)n2)c1 do in these assays?
RSV antiviral HEp-2: 0.2%; SV40 large T antigen: -1%; CSM14.1 death rescue: -0.9%; West Nile antiviral: 1.1%; human PMI inhibition: 4%; Ins promoter up: -0.06; PhoP inhibition: 12%; human PMI inhibitors: -3%; TNAP activation fold: 1.1; Ins promoter up cell count: 1436

How did COc1ccc(NC(=O)CSc2nnc(-c3cc(C)[nH]n3)n2N)cc1 do in these assays?
RSV antiviral HEp-2: 0.0%; SV40 large T antigen: 3%; West Nile antiviral: -0.3%; PhoP inhibition: -8%

Results for O=C(Nc1ccc(CN2CCOCC2)cc1)c1ccco1 ?
RSV antiviral HEp-2: 0.2%; SV40 large T antigen: 10%; West Nile antiviral: -0.3%; PhoP inhibition: -2%

What do the screens show for `O=c1oc2ccccc2c2c1ncn2C1CCCCC1`?
RSV antiviral HEp-2: -0.7%; SV40 large T antigen: 2%; CSM14.1 death rescue: 1.1%; West Nile antiviral: 0.2%; human PMI inhibition: 14%; Ins promoter up: -0.57; PhoP inhibition: 8%; human PMI inhibitors: 10%; TNAP activation fold: 1.1; Ins promoter up cell count: 1340

How did O=C(CN1CCCCCC1)NN(Cc1ccccc1)c1ccccc1 do in these assays?
RSV antiviral HEp-2: -0.4%; SV40 large T antigen: 9%; West Nile antiviral: 0.0%; Ins promoter up: 0.07; Ins promoter up cell count: 1049

How did Cc1nc2ncnn2c(C)c1C/C=C/c1ccccc1 do in these assays?
RSV antiviral HEp-2: 1.3%; SV40 large T antigen: 9%; West Nile antiviral: -0.9%; human PMI inhibition: -17%; Ins promoter up: -1.7; PhoP inhibition: -1%; human PMI inhibitors: -9%; TNAP activation fold: 1.1; Ins promoter up cell count: 1308

How did Cc1ccc(C(=O)CSc2nnnn2Cc2ccccc2)cc1C do in these assays?
RSV antiviral HEp-2: 1.9%; SV40 large T antigen: 18%; West Nile antiviral: -0.3%; Ins promoter up: -0.21; PhoP inhibition: -7%; Ins promoter up cell count: 1147

How did COc1ccc(Cl)cc1NC(=O)CC1S/C(=N/N=C2CCCCCC2)NC1=O (centres undefined) do in these assays?
RSV antiviral HEp-2: 2.7%; SV40 large T antigen: 0%; West Nile antiviral: 0.4%; PhoP inhibition: -2%

Results for Cc1ccc2c(C)nc(Nc3nc(CSc4nnc(C)s4)cc(=O)[nH]3)nc2c1 ?
RSV antiviral HEp-2: 1.2%; SV40 large T antigen: 16%; CSM14.1 death rescue: -1.6%; West Nile antiviral: 1.2%; human PMI inhibition: 2%; Ins promoter up: -0.16; PhoP inhibition: 0%; human PMI inhibitors: -3%; TNAP activation fold: 1.2; Ins promoter up cell count: 1419

What do the screens show for `O=C(c1ccccc1)c1cccs1`?
RSV antiviral HEp-2: 2.4%; SV40 large T antigen: 8%; CSM14.1 death rescue: -3.9%; West Nile antiviral: -0.1%; human PMI inhibition: -13%; Ins promoter up: 0.75; PhoP inhibition: 1%; human PMI inhibitors: -11%; TNAP activation fold: 1; Ins promoter up cell count: 1312

What do the screens show for `Cc1cccc(N2CCN(C(=O)CCCCCn3c(=S)[nH]c4ccc(N5CCOCC5)cc4c3=O)CC2)c1C`?
RSV antiviral HEp-2: 50%; SV40 large T antigen: 11%; West Nile antiviral: 1.8%; PhoP inhibition: -6%

Results for NCCN1CCN(CCN)CC1 ?
SV40 large T antigen: 14%; CSM14.1 death rescue: -1.0%; West Nile antiviral: 0.5%; human PMI inhibition: 10%; Ins promoter up: 0.03; PhoP inhibition: -4%; human PMI inhibitors: 12%; TNAP activation fold: 1.1; Ins promoter up cell count: 1630

Results for O=C(CCl)c1ccc2c(c1)CCN2C(=O)C1CC1 ?
RSV antiviral HEp-2: -1.7%; SV40 large T antigen: 8%; CSM14.1 death rescue: -5.4%; West Nile antiviral: 1.5%; human PMI inhibition: -28%; Ins promoter up: 2; PhoP inhibition: -1%; human PMI inhibitors: -17%; TNAP activation fold: 1.1; Ins promoter up cell count: 1202

How did CC1=C(C(=O)Nc2ccc(C)cc2C)C(c2cccc([N+](=O)[O-])c2)n2nc(C(=O)OC(C)C)nc2N1 (centres undefined) do in these assays?
RSV antiviral HEp-2: 1.6%; SV40 large T antigen: 6%; CSM14.1 death rescue: -1.5%; West Nile antiviral: 0.1%; human PMI inhibition: 8%; Ins promoter up: 0.54; PhoP inhibition: -10%; human PMI inhibitors: 2%; TNAP activation fold: 1; Ins promoter up cell count: 1281

How did Clc1ccc(CO/N=C/c2cccs2)cc1 do in these assays?
SV40 large T antigen: 7%; West Nile antiviral: 0.6%; Ins promoter up: -0.13; PhoP inhibition: -9%; Ins promoter up cell count: 1471

What do the screens show for `CCOC(=O)N1CCN(C(=O)Cc2ccc(Cl)cc2)CC1`?
RSV antiviral HEp-2: 0.4%; SV40 large T antigen: 5%; CSM14.1 death rescue: -3.7%; West Nile antiviral: -0.2%; human PMI inhibition: 8%; Ins promoter up: 0.25; PhoP inhibition: -7%; human PMI inhibitors: 7%; TNAP activation fold: 1.1; Ins promoter up cell count: 1367

Results for Cc1nc(NCCc2ccc(Cl)cc2)c2nnn(Cc3ccccc3)c2n1 ?
RSV antiviral HEp-2: 1.1%; SV40 large T antigen: 6%; West Nile antiviral: 1.5%; PhoP inhibition: -5%

What do the screens show for `CCN(CC(=O)Nc1ccc(Cl)c(S(=O)(=O)N(C)C)c1)Cc1nc2ccccc2c(=O)[nH]1`?
RSV antiviral HEp-2: 2.0%; SV40 large T antigen: 10%; West Nile antiviral: 0.1%; human PMI inhibition: -30%; Ins promoter up: -0.92; PhoP inhibition: -1%; human PMI inhibitors: -21%; TNAP activation fold: 2.6; Ins promoter up cell count: 1195

How did O=C(O)CCC(=O)Nc1ccccc1C(=O)N1CCN(c2ccc(Cl)cc2)CC1 do in these assays?
RSV antiviral HEp-2: -1.5%; SV40 large T antigen: 0%; CSM14.1 death rescue: -0.1%; West Nile antiviral: -0.3%; human PMI inhibition: -4%; Ins promoter up: 0.41; PhoP inhibition: 6%; human PMI inhibitors: -7%; TNAP activation fold: 1; Ins promoter up cell count: 1538

What do the screens show for `Cc1ccc(C)c(C(=O)N2CCN(c3ncccn3)CC2)c1`?
RSV antiviral HEp-2: 1.0%; SV40 large T antigen: 3%; West Nile antiviral: -0.4%; PhoP inhibition: 5%

Results for C=CCn1c(-c2cc3c(s2)CCC(CC)C3)n[nH]c1=S (centres undefined) ?
RSV antiviral HEp-2: 22%; SV40 large T antigen: 9%; CSM14.1 death rescue: -1.3%; West Nile antiviral: 0.1%; human PMI inhibition: 0%; Ins promoter up: -0.59; PhoP inhibition: -1%; human PMI inhibitors: -3%; TNAP activation fold: 0.7; Ins promoter up cell count: 1220

How did O=C(O)Cn1cc2c(n1)CCCCC2 do in these assays?
RSV antiviral HEp-2: 2.6%; SV40 large T antigen: -3%; CSM14.1 death rescue: -0.6%; West Nile antiviral: 0.3%; human PMI inhibition: 0%; Ins promoter up: -0.03; PhoP inhibition: 9%; human PMI inhibitors: 2%; TNAP activation fold: 1.1; Ins promoter up cell count: 1603

What do the screens show for `O=C(COC(=O)c1ccc(Br)o1)NCc1cccs1`?
RSV antiviral HEp-2: -1.6%; SV40 large T antigen: 14%; CSM14.1 death rescue: -1.0%; West Nile antiviral: -0.4%; human PMI inhibition: -4%; Ins promoter up: 1.1; PhoP inhibition: 16%; human PMI inhibitors: -5%; TNAP activation fold: 1.2; Ins promoter up cell count: 862

How did CCCc1ccc(OC(=O)c2cccs2)cc1 do in these assays?
RSV antiviral HEp-2: 1.2%; SV40 large T antigen: 4%; CSM14.1 death rescue: -1.2%; West Nile antiviral: -0.2%; human PMI inhibition: -7%; PhoP inhibition: -2%; human PMI inhibitors: -13%; TNAP activation fold: 1
